# GAA850 FXN act: FXN promoter activators, primary screen, cell-based, luciferase luminescence, HEK293 lucGAA850; 0.56% of 360,000 active; activation, % at 6 µM; HEK293 lucGAA850 FXN promoter luciferase reporter, 24 h; percent of 10 µM SAHA response;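 active means activation above the average of all compounds screened plus 3 SD, cutoff fixed separately per campaign, cut at about 7.5% in these data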;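 further: 0% = DMSO wells and 100% = 10 µM SAHA wells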
# GC-A act: GC-A stimulated cGMP production enhancers – HEK293 GC-A cells, cGMP TR-FRET, EC30 ANP, primary screen. Atrial natriuretic peptide receptor 1 (Homo sapiens), P16066. 0% at EC30 ANP, 100% saturating ANP. activation, % at 10 µM. 0.14% of 370,000 active. AID 1671463, 2021; in the data active means activation above about 40%
# ASAP1 GAP inh: inhibitors of human ASAP1 ArfGAP activity, primary screen, biochemical, fluorescence polarization; Arf-GAP with SH3 domain, ANK repeat and PH domain-containing protein 1 (Homo sapiens), …; ASAP1-stimulated ARF1 GTP hydrolysis, GDP FP detection; inhibition, % at 16.5 µM; 0.19% of 360,000 active; in the data active means inhibition above about 25%;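 further: 0% = vehicle with enzyme and substrate and 100% = no enzyme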
# Target sequence (Q9ULH1 325-724 limits assumed): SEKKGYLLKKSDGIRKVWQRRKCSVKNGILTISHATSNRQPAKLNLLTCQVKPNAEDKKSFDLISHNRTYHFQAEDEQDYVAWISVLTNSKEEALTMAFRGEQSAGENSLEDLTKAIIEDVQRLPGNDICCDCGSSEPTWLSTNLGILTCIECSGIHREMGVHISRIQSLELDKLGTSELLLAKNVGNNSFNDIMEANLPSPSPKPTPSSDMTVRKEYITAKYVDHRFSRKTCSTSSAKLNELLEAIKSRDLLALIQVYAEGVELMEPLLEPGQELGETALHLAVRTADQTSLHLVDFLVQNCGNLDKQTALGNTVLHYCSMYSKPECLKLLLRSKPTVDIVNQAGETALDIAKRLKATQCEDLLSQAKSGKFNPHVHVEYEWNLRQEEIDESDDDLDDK
# KLK7 zymogen act: proKLK7 zymogen activators, primary screen, biochemical, fluorescence intensity; 0.9% of 370,000 active; Kallikrein-7 (Homo sapiens), P49862; activation, % at 7 µM; purified proKLK7, EDANS-DABCYL substrate fluorescence; 100% is mature enzyme control, 0% vehicle; AID 652039, 2013;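 active means activation above the mean of all tested compounds plus 3 SD, computed per campaign excluding outliers beyond control limits, cut at about 13% in these data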
# ADAM10 inh: human ADAM10 inhibitors, primary screen, biochemical, QFRET, HTS. 0.62% of 370,000 active. recombinant ADAM10, EDANS/DABCYL FRET peptide cleavage, 3 h. Disintegrin and metalloproteinase domain-containing protein 10 (Homo sapiens), O14672. inhibition, % at 7 µM;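 active means inhibition above a per-campaign cutoff equal to the mean of compounds falling between control-based bounds plus 3 SD, cut at about 20% in these data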;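 further: 0% = DMSO wells while the 100% control is not disclosed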
# rCAG RNA binder: binders of r(CAG) RNA repeats, primary screen, biochemical, fluorescence. r(CAG) RNA repeat, TO-PRO-1 dye displacement fluorescence. inhibition, % at 3 µM. 1.3% of 370,000 active. AID 651821, 2012;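 active means inhibition above the plate cutoff, the mean of all test compounds on that plate plus 3 SD, cut at about 35% in these data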;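 further: 0% = DMSO alone and 100% = 100 µM mitoxantrone as full dye displacement; higher means more dye released from RNA so lower well fluorescence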
# DDE Tn6 FP inh: inhibitors of Tn6 peptide binding to fibrin DD(E), primary screen, biochemical, fluorescence polarization, human fibrin, Tn6 probe; Fibrin DD(E) TRITC-Tn6 fluorescence polarization displacement; inhibition, % at 8.3 µM; 0.21% of 370,000 active; AID 720509, 2013;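 active means inhibition above a per-campaign cutoff: mean of compounds within control limits plus 3 SD, cut at about 15% in these data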;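 further: 0% = median of all compound wells on the plate and 100% = blocking peptide control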
# Target sequence (P02675 whole entry, looked up): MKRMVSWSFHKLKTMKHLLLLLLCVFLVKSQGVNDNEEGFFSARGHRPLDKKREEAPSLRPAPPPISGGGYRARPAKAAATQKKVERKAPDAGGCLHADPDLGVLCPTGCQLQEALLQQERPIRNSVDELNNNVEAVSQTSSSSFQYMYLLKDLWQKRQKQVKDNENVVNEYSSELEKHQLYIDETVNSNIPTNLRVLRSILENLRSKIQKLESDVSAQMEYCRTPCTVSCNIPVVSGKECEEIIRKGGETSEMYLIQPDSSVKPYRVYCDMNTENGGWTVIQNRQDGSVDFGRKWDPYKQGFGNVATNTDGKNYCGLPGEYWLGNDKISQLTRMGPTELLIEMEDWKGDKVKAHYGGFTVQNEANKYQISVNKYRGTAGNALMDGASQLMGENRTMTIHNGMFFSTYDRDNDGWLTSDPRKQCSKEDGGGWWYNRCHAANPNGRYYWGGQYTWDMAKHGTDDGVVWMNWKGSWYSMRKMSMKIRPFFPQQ
# HGIII-sPLA2 inh: human group III sPLA2 inhibitors, primary screen, biochemical, QFRET, BODIPY PC-A2 liposome substrate. AID 743126, 2013. inhibition, % at 12.2 µM. Group 3 secretory phospholipase A2 (Homo sapiens), Q9NZ20. 0.56% of 370,000 active. QFRET BODIPY PC-A2 liposome hydrolysis, fluorescence;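 active means inhibition above mean plus 3 SD of compounds lying within the high and low control bounds, cut at about 19% in these data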;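 further: 0% = median of test compound wells and 100% = no enzyme DMSO wells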
# NPR2 activator: human GC-B receptor activators, primary screen, HEK293 GC-B cells, cGMP TR-FRET, EC30 CNP; Atrial natriuretic peptide receptor 2 (Homo sapiens), P20594; activation, % at 10 µM; 0.11% of 370,000 active; 0% at EC30 CNP, 100% saturating CNP;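 active means activation at 10 µM reaching about 35% in either raw or pattern-adjusted values, limit read from the data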
# ARFGAP1 inh: inhibitors of rat ARFGAP1 GAP activity, primary screen, biochemical, fluorescence polarization, GDP tracer | Arfgap1-stimulated ARF1 GTP hydrolysis, GDP FP detection | inhibition, % at 16.5 µM | 0.26% of 360,000 active;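 active means inhibition above a per-plate limit, mean inhibition of low control wells plus 3 SD, cut at about 25% in these data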;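 further: 0% = DMSO wells with enzyme and 100% = wells lacking Arfgap1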
# Target sequence (Q62848 1-136 limits assumed): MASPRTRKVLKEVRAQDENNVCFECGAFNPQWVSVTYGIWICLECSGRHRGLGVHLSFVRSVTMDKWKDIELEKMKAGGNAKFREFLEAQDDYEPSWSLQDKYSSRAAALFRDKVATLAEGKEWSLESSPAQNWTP
#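 material = rat Arfgap1 catalytic domain, aa 1-136 | also added = human ARF1(Δ1-17)-GTP substrate | compound dosing = one concentration, 16.5 µM, DMSO 1.26% | times = GTP hydrolysis reaction 2 h at 25 °C | measured by = FP, GDP Alexa 633 tracer displaced from anti-GDP antibody, 620/688 nm | evaluation = percent inhibition of Arfgap1-stimulated GTP hydrolysis | replication = single well per compound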
# Numbers without * were called inactive; i = inactive; x = no result given.
SMILES,GAA850 FXN act,GC-A act,ASAP1 GAP inh,KLK7 zymogen act,ADAM10 inh,rCAG RNA binder,DDE Tn6 FP inh,HGIII-sPLA2 inh,NPR2 activator,ARFGAP1 inh
Cc1ccc(NNC(=O)C2CCC2)cc1C,0.6,4.9,-7.0,0.4,-3.4,-2.6,-8.3,-3.5,-0.3,0.1
COc1ccc(CN(CCCN2CCOCC2)C(=O)Nc2cccc(Cl)c2)cc1OC,-0.6,-25.2,6.4,-0.3,0.5,-0.6,6.2,-5.9,-24.2,-7.7
NC(=O)c1ccccc1NC(=O)Nc1ccc(F)c(Cl)c1,0.2,1.4,-1.8,1.1,-43.5,3.8,-5.1,-2.1,-10.4,-12.0
CCN(CC(=O)NCc1ccc(Cl)cc1)C(=O)CCc1ccccc1,1.0,7.2,9.6,0.3,-6.8,5.0,-12.5,8.0,0.2,15.4
CC(C)(C)OC(=O)C[C@H]1C/C=C\C[C@@H](CC(=O)N[C@H](CO)Cc2ccccc2)C(=O)NC[C@H](c2ccccc2)OC1=O,0.7,3.6,-2.9,0.1,7.9,-9.4,1.4,-4.5,7.4,-10.6
CC1CCCC(NC(=O)c2cc(S(=O)(=O)N3CCOCC3)ccc2F)C1C (configuration not stated),3.4,11.4,-5.6,-0.8,-1.7,-5.7,-4.4,0.1,0.5,-5.8
CC(=O)C1=C(O)C(=O)N(c2ccc(O)cc2)C1c1ccc(F)cc1 (configuration not stated),1.0,1.4,1.8,-0.5,-5.3,0.8,7.8,-20.6,0.4,2.9
CCn1c(-c2ccccc2)c(C(=O)CC#N)c2ccccc21,4.9,-6.7,0.3,0.1,-7.5,1.7,-1.2,-13.1,-3.5,-3.6
CSc1cccc(NC(=O)NCc2cccc(CNC(=O)Nc3cccc(SC)c3)c2)c1,-3.6,-3.2,8.4,-0.3,3.0,12.0,27.0*,-10.6,0.9,1.8
CN(CCOc1ccccc1)C(=O)c1ccc2c(=O)n3c(nc2c1)CCC3,0.3,0.9,13.6,0.7,-21.1,-0.4,-5.0,4.2,-5.6,-3.7
CCc1nc2ccc(C(=O)N3CCCC(C(N)=O)C3)cn2c1N(C=O)CC (configuration not stated),-0.4,-3.9,-21.3,0.6,-15.0,2.1,11.5,-5.2,0.2,0.3
CCOC(=O)COc1nc(N(C)C)nc(N(C)C)n1,0.5,2.6,20.5,-0.3,-8.3,2.3,1.8,9.9,6.5,15.5
O=C(Cc1ccccc1)Nc1ncnc2c1C(c1ccccc1)c1c(ccc3ccccc13)O2 (configuration not stated),1.0,-18.5,4.7,-0.2,-7.7,12.9,-4.5,3.5,-13.6,9.0
CCc1cnc(Nc2nc(C(N)c3ccccc3Cl)cs2)nc1 (configuration not stated),-2.6,-2.7,8.7,-1.3,-1.3,9.8,-4.1,26.5*,1.3,4.8
Cc1ccc(CN2CCN(Cc3cnn(-c4ccc(Cl)cc4)c3)CC2CCO)o1 (configuration not stated),1.0,6.2,-0.3,0.1,1.9,-5.1,-1.9,-9.2,3.6,12.2
Cc1cc(C)n(C(=O)Cn2nc(C)c(Br)c2C)n1,1.3,-1.2,3.2,-0.4,16.6,1.2,5.1,0.3,-1.4,-5.2
Cn1c(=O)n(Cc2ccccc2F)c(=O)c2c1nc1n2CCCN1CCc1ccccc1,1.3,19.7,11.5,0.6,-4.7,-3.1,0.3,1.6,30.3,-15.6
COc1ccc(NS(=O)(=O)c2cc(N)ccc2N2CCCC2)cc1,-1.6,-4.7,0.2,-1.5,-112.3,18.0,-1.0,20.7*,-4.0,-0.9
O=C(Cc1ccccc1F)Nc1cc(S(=O)(=O)N2CCOCC2)ccc1N1CCCC1,-1.1,1.1,-2.9,-0.2,-5.8,4.1,-5.1,6.1,2.0,2.6
CCCCCCCCCc1nc2sc3c(c2c(=O)n1NC(=O)c1ccccc1[N+](=O)[O-])CC(C)(C)OC3,-1.0,2.1,10.5,-0.7,-5.3,17.8,-1.7,-22.3,0.0,-12.6
O=C(CSc1nnnn1Cc1ccccc1)c1ccc(F)cc1,0.2,3.0,-5.3,0.1,16.4,-2.7,3.0,-54.7,2.4,-5.8
CN(Cc1cn(Cc2ccc(Cl)cc2)nn1)C1CN(Cc2cn(Cc3ccc(Cl)cc3)nn2)S(=O)(=O)C1 (configuration not stated),x,-4.2,7.8,1.0,4.1,2.2,-4.9,-10.3,-4.9,1.6
O=C(NCc1ccccn1)Nc1ccccc1C(F)(F)F,-0.6,-2.5,-10.1,0.2,-4.7,-2.7,0.6,6.0,-1.8,-6.3
COc1ccc(C2C(C(N)=O)=C(C)Nc3nc(-c4cccc(Cl)c4)nn32)cc1OC (configuration not stated),0.2,-4.7,-5.1,-0.4,-2.9,4.2,-2.2,-6.1,-1.3,-1.0
CCc1nnc(NC(=O)CSc2nc(-c3ccc(F)cc3)cc(-c3ccccc3)c2C#N)s1,-0.7,8.8,1.7,0.5,3.4,6.7,-1.3,1.2,-2.3,-10.1

# The list goes on, starting with the last 3 of the part before.
SMILES,GAA850 FXN act,GC-A act,ASAP1 GAP inh,KLK7 zymogen act,ADAM10 inh,rCAG RNA binder,DDE Tn6 FP inh,HGIII-sPLA2 inh,NPR2 activator,ARFGAP1 inh
O=C(NCc1ccccn1)Nc1ccccc1C(F)(F)F,-0.6,-2.5,-10.1,0.2,-4.7,-2.7,0.6,6.0,-1.8,-6.3
COc1ccc(C2C(C(N)=O)=C(C)Nc3nc(-c4cccc(Cl)c4)nn32)cc1OC (configuration not stated),0.2,-4.7,-5.1,-0.4,-2.9,4.2,-2.2,-6.1,-1.3,-1.0
CCc1nnc(NC(=O)CSc2nc(-c3ccc(F)cc3)cc(-c3ccccc3)c2C#N)s1,-0.7,8.8,1.7,0.5,3.4,6.7,-1.3,1.2,-2.3,-10.1
COc1ccc(C(=O)/C=C/c2ccc(C)cc2)c(OC(=O)c2ccc([N+](=O)[O-])cc2)c1,0.3,-2.6,-7.0,0.3,5.3,2.3,7.1,1.1,-12.3,-0.3
COc1cccc(C2=NOC(C(=O)Nc3cccnc3Cl)C2)c1 (configuration not stated),1.6,1.3,6.1,-0.2,-0.5,-7.0,1.0,-4.6,-2.6,4.5
COc1ccc(-c2nc3c(c(=O)[nH]c(=O)n3Cc3ccccc3)n2CCO)cc1,2.2,0.8,13.7,0.5,-7.5,-3.7,-1.4,0.4,1.6,-7.4
COC(=O)C1=CN(CC2CCCO2)C=C(C(=O)OC)C1c1ccccc1C(F)(F)F (configuration not stated),0.2,-0.7,-19.6,-17.6,i,-5.3,1.7,4.1,0.9,-2.0
COC(=O)c1ccc([C@@H]2C[C@H]3CN(Cc4cccnc4)C(=O)[C@]34CCCN24)cc1,0.5,1.8,-15.7,1.3,1.4,0.3,5.1,-0.3,1.8,3.4
O=C(O)c1cccc(Br)c1,0.0,0.8,13.7,0.1,-8.2,-0.3,2.7,9.5,2.2,0.5
CC(=O)Nc1ccc(S(=O)(=O)Oc2ccc(C=O)cc2)cc1,1.9,0.8,-6.3,0.5,-7.0,-0.9,2.2,-1.6,-1.4,-5.6
Cc1ccc(NC(=O)N2CCSc3ccccc32)cc1,2.9,-1.5,3.0,0.5,-6.4,1.2,1.1,2.3,-3.2,3.7
CCOc1ccc(NC(=O)CN2CCN(CC(=O)Nc3cccc(F)c3)CC2)cc1,0.6,-3.1,1.7,0.2,6.2,-4.2,-2.7,-5.5,5.2,1.9
CC(=NNC(=O)c1ccncc1)c1ccc(Cl)cc1Cl,-1.8,1.3,-3.8,0.7,4.9,1.7,3.6,-5.7,2.1,-7.5
COc1ccc(N2CCN(C(=O)CSc3nnc(Cn4nnc5ccccc54)n3C)CC2)cc1,-0.5,-3.9,1.9,0.6,5.0,-5.3,-3.0,0.5,2.3,11.8
COC(=O)C1=C(C)N(C)C(=O)/C1=C\c1cccs1,0.1,0.4,-3.2,0.1,11.1,0.3,-5.1,1.1,-4.8,7.3
Cc1cccc(C(=O)Nc2ccc(C(=O)N/N=C/c3ccco3)cc2)c1,1.2,1.9,-4.4,0.2,-19.2,16.4,-2.8,0.5,-4.4,7.0
Cc1ccc(C(=O)C=CC=Cc2ccccc2)cc1,-0.6,0.5,-18.1,-1.8,-1.7,7.3,-11.8,-0.2,3.5,2.1
COc1cc(Cl)ccc1OCc1cc(C(=O)N2CCCCC2c2cccnc2)no1 (configuration not stated),4.3,3.2,0.2,1.1,-1.3,-4.7,-1.3,-11.2,-3.2,0.5
Cc1ccc(-c2nc(CN(Cc3cnn(C)c3)C(C)C)c(C)o2)o1,-1.0,-3.7,-11.0,-3.2,-198.3,11.5,-1.3,12.7,-2.1,6.1
CCCCN1C(=O)C(NC(=O)c2cccnc2)(C(F)(F)F)C2=C1CC(C)(C)CC2=O (configuration not stated),-0.7,3.2,6.8,-0.4,1.4,-6.0,-13.2,-1.8,4.6,11.4
CCOc1ccccc1Nc1ccc(C(=O)O)cc1NC(C)=O,2.0,-3.6,0.2,-0.7,1.8,5.6,-8.7,-2.3,7.0,-1.4
COc1cc2c3nnc(-c4ccccc4)c-3cn(Cc3ccc(F)cc3)c2cc1OC,-3.3,10.8,6.0,27.8*,i,22.5,-0.1,-11.1,7.4,4.0
CCc1ccc(/C=C2\SC(=S)N(CCCC(=O)N3CCCC3)C2=O)cc1,-7.7,-5.4,7.1,-0.3,-17.2,1.0,-2.1,1.5,1.8,2.9
CCOc1cc(S(=O)(=O)Nc2ccncc2)ccc1F,0.0,0.5,5.0,-0.1,5.0,1.4,-3.2,-50.4,1.0,7.0
C/C(Cc1ccccc1)=N\NC(=O)CNC(=O)COc1cccc(C)c1,0.8,5.1,-4.7,0.2,-1.4,-1.8,3.0,-0.8,-2.1,9.5
Cc1csc(NC(=O)c2cccs2)n1,4.1,1.6,7.0,0.0,-5.2,-0.4,0.5,5.1,6.2,-5.3
CSc1ccc(NC(=O)c2cccnc2)cc1C#N,1.3,-20.3,-0.3,-0.3,5.6,-2.1,-6.5,6.2,-8.0,-5.2
N/C(=N\OC(=O)COc1ccc(Br)cc1)c1cccc([N+](=O)[O-])c1,0.4,-3.1,9.1,0.1,-4.6,-0.5,-11.8,5.7,6.5,12.1
Cc1cc(C)cc(OCC(=O)OCC(=O)Nc2cc(C)nn2-c2ccccc2)c1,0.7,-5.9,7.3,-0.6,-3.4,0.7,6.5,0.4,-4.9,-1.4
Cc1onc(-c2ccccc2Cl)c1C(=O)NCc1ccccn1,-1.3,0.4,-8.1,0.1,-1.9,1.9,1.3,4.2,1.8,-4.6

# Compound activity as filed in PubChem BioAssay.
